D1 agonist: human D1 receptor agonism. P21728. HEK293 T-REx D1 cells, calcium flux, agonist mode. activation, % at 2 µM. 360,000 compounds, 1% hits; further: 0% is about no effect
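Inducible HEK293 T-REx D1 cells, force-coupled to calcium signalling, were plated at 4000 cells/well with tetracycline and held overnight at 30 C. After no-wash calcium dye loading, compound-evoked calcium rise over 180 s flagged agonists.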
D1 potentiator: enhances dopamine response at the human D1 receptor | HEK293 TREx D1 cells, calcium flux, dopamine EC20 potentiation | potentiation, % at 10 µM | 360,000 compounds, 0.036% hits | AID 504651; in the data active means potentiation above about 30%; further: 0% is about no effect
D2 potentiator: positively modulates the human D2 dopamine receptor allosterically; P14416; HEK293 T-REx D2, calcium flux, EC20 dopamine potentiation; potentiation, % at 10 µM; 340,000 compounds, 0.34% hits;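 active means potentiation over 3 SD above the plate norm, cut at about 30% in these data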; further: 0% is about no effect
Target sequence (P14416 whole entry, looked up): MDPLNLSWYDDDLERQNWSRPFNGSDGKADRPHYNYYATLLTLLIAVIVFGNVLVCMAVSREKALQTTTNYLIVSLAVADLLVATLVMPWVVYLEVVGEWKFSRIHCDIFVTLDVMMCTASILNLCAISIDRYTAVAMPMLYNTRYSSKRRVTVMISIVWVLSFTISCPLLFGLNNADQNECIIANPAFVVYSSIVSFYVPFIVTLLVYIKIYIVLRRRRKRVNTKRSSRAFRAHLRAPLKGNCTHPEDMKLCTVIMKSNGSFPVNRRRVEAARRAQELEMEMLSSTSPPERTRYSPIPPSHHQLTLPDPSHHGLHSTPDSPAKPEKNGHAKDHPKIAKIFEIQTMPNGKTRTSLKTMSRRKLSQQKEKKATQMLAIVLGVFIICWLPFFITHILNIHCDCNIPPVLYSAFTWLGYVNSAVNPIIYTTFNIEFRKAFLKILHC
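Calcium flux readout, no-wash dye, 1 read/s. Inducible HEK293 Trex D2 line, overnight 30 C. Compound alone 180 s (agonist flags), then EC20 dopamine, another 180 s to score potentiation.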
RXFP1 antagonist: antagonists of human relaxin receptor RXFP1; HEK293-RXFP1, relaxin-stimulated cAMP HTRF, 30 min; active compounds read low; 350,000 compounds, 0.59% hits; Q9HBX9; activity change, negative = inhibition, % at 57.5 µM;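 active means activity change of -60% or lower, but not beyond a set lower limit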; further: on the % scale 0 is the no-effect control and ±100 the full control effect
D2 ag: agonists of human D2 dopamine receptor | activation, % at 2 µM | 340,000 compounds, 0.53% hits | HEK293 T-REx D2 cells, calcium flux agonist mode;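 active means activation over 3 SD above normal in the single-dose calcium agonist read, cut at about 30% in these data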; further: 0% is about no effect
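Tetracycline-induced HEK293 Trex cells with D2 receptor force-coupled to calcium signaling, plated overnight at 30 C and loaded with no-wash calcium dye. Calcium flux read kinetically for 180 s after compound addition; responses flag agonists.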
TRHR ag: activates the human TRH receptor; TRHR cells, calcium flux fluo-8, FDSS agonist mode; 360,000 compounds, 0.18% hits; activation, % at 2 µM; P34981; further: 0% is about no effect
Target sequence (P34981 whole entry, looked up): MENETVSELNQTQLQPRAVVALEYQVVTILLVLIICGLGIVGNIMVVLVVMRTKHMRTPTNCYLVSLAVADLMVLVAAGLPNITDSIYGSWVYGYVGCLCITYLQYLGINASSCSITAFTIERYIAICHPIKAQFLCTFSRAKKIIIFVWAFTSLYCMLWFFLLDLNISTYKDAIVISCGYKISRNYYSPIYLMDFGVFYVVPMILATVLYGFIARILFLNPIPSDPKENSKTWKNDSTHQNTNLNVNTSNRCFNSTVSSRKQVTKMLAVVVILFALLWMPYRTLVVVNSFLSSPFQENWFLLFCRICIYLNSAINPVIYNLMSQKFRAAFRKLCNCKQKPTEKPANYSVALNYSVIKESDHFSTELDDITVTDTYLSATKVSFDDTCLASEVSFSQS
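Agonist-mode FDSS calcium read (Ex 480/Em 530, 1 s cycles) in 1536-well TRHR cells with fluo-8 dye, after 10-cycle baseline and 23 nL compound addition; TRH at EC20 (10 nM final) added afterwards for the enhancer phase.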
D1 antagonist: human D1 dopamine receptor antagonism. P21728. HEK293 TREx D1 cells, calcium flux, dopamine EC80; active compounds read low. activity change, negative = inhibition, % at 10 µM. 360,000 compounds, 3.2% hits; in the data active means activity change below about -30%; further: on the % scale 0 is the no-effect control and ±100 the full control effect
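Compound effects on dopamine-evoked calcium signalling were measured in tetracycline-induced HEK293 Trex D1 cells. Dopamine at EC80 followed a 180 s compound pre-read, and fluorescence was tracked kinetically for 180 s more.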
D2 antag: D2 dopamine receptor (human) antagonism; P14416; HEK293 TREx D2 cells, calcium flux, dopamine EC80; inhibition, % at 10 µM; 340,000 compounds, 2% hits; AID 485344; in the data active means inhibition above about 30%; further: 0% is about no effect
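Read-out: kinetic calcium fluorescence (1 cycle/s) in inducible HEK293 T-REx D2 cells after an EC80 dopamine addition that followed 180 s compound preincubation. Loss of the dopamine response indicates antagonism.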
TRHR PAM: allosteric enhancers of human TRH receptor; TRHR cells, fluo-8 calcium fluorescence, EC20 TRH enhancement; enhancement, % at 2 µM; 360,000 compounds, 0.66% hits; in the data active means enhancement above about 30%; further: 0% is about no effect
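TRHR-expressing cells loaded with fluo-8 calcium dye were read kinetically (ex 480/em 530) during compound addition, then stimulated with an EC20 of TRH (10 nM final). Enhancement of the Gq-mediated intracellular calcium response was scored.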
An asterisk follows results filed as active; · = not tested or not shown. Unless noted, no stated cut-off is given here; in the data, active means activation above about 30%; inactive means the rest.

SMILES	D1 agonist	D1 potentiator	D2 potentiator	RXFP1 antagonist	D2 ag	TRHR ag	D1 antagonist	D2 antag	TRHR PAM
NC(=O)NC(Cc1ccccc1)C(=O)N1CCN(S(=O)(=O)c2ccc(Cl)cc2)CC1 (stereo not drawn)	0	-5	22	-6	0.5	0.2	10	3	15
O=C(Cc1ccccc1[N+](=O)[O-])Nc1ccc(S(=O)(=O)N2CCCC2)cc1	4	-2	0	·	0.5	-0.7	-6	-11	-7
O=C(NNC(=O)C1CC(=O)N(Cc2ccccc2)C1)c1ccc(Br)cc1 (stereo not drawn)	0	8	1	-3	0.6	0.4	-14	4	-4
CCc1ccc(OCC(=O)N(Cc2ccc(C)o2)C2CCS(=O)(=O)C2)cc1 (stereo not drawn)	17	-2	4	4	-1.2	-1.2	-1	·	0
O=C(CSCc1nc2ccccc2[nH]1)Nc1ccccc1	2	-1	-6	1	-0.4	-0.1	-2	0	1
COc1ccc(NC(=O)CSc2nnc(-c3ccco3)n2C)cc1	8	1	2	0	0.5	-0.4	7	-32	3
Cc1c(NC(=O)CSc2nnc(Nc3ccccc3)s2)c(=O)n(-c2ccccc2)n1C	0	-7	5	4	-0.6	-0.1	1	-14	3
O=C(CSc1ccc(-c2nc3ccccc3[nH]2)cn1)Nc1ccc(S(=O)(=O)NC2CC2)cc1	1	-8	-5	-27	-0.2	1.0	12	-17	5
COc1ccc(S(=O)(=O)N2CCN(C(=O)CN3C(=O)NC(C)(C)C3=O)CC2)cc1	2	1	2	-4	-0.3	-0.6	8	-4	3
COc1ccc(Cl)cc1NCC(=O)Nc1ccc(OC)c(S(=O)(=O)N2CCCCC2)c1	0	-4	-8	10	0.5	-0.2	-24	-6	-11
Cc1ccc(NC(=O)CSc2nnc(-c3cc(C)[nH]n3)n2N)cc1	3	2	4	3	0.4	-0.1	7	10	-4
CS(=O)(=O)c1ccc2nc(NC(=O)CCC(=O)c3cccs3)sc2c1	1	0	-10	-16	0.1	0.0	19	-4	-5
CC(=O)c1ccc(N=Nc2c(C)[nH]n(-c3ccccc3)c2=O)cc1	1	2	-6	2	0.0	-0.9	6	13	-1
COc1cccc(-c2nc3n(n2)C(c2ccc4c(c2)OCO4)C(C(N)=O)=C(C)N3)c1 (stereo not drawn)	1	-2	-6	2	-0.7	0.0	6	-6	-2
Cc1cccc(-n2cnc3cc(C(=O)N4CCc5ccccc54)ccc32)c1	4	-6	4	-10	0.3	0.3	-8	-18	-4

More compounds follow:
SMILES	D1 agonist	D1 potentiator	D2 potentiator	RXFP1 antagonist	D2 ag	TRHR ag	D1 antagonist	D2 antag	TRHR PAM
CC1CCCCC1NC(=O)CCS(=O)(=O)c1cc2c(cc1Cl)NC(=O)CO2 (stereo not drawn)	4	-3	9	9	0.0	-0.4	9	-4	-5
CCCCC(=O)OCc1nc(N)nc(Nc2ccccc2C)n1	0	1	·	10	·	-0.1	13	·	9
CCOC(=O)C1CCCN(c2nc(C)nc3c2oc2ccccc23)C1 (stereo not drawn)	4	-2	12	-4	11	-0.4	15	1	-4
CN(C)S(=O)(=O)Nc1ccc2c(c1)Cc1ccccc1-2	1	-5	14	-5	0.0	0.3	0	1	1
COc1ccc2c(c1OC)C(=O)N1c3cccc(Cl)c3C(=O)OC21 (stereo not drawn)	2	-6	3	10	1.3	-0.3	-13	-4	3
Cc1cccc2sc(N(CCCN3CCOCC3)C(=O)CS(=O)(=O)c3ccc(F)cc3)nc12	5	-1	-9	4	-0.4	0.7	-8	-33	2
CCOC(=O)c1sc(NC(=O)CCN2CCOCC2)c(C(=O)OCC)c1C	0	-2	13	5	-0.8	1.0	-1	9	-3
O=C1C=C(c2cc(C(F)(F)F)cc(C(F)(F)F)c2)C[C@@H](c2ccc(Cl)cc2)C1	2	0	-3	·	1.1	1.2	-12	-1	22
O=C(CCn1c(=O)c2cccn2c2cccnc21)Nc1ccccc1C(F)(F)F	-1	-5	1	5	·	0.2	11	·	4
CCOC(=O)c1cc(NC(=O)C2C3C=CC(O3)C2C(=O)O)cc(C(=O)OCC)c1 (stereo not drawn)	-1	-4	8	6	0.4	0.7	-6	3	8
COc1ccc(C(C(=O)NCc2ccccc2)N(Cc2ccco2)C(=O)c2cnccn2)cc1 (stereo not drawn)	1	0	-5	-8	0.2	0.0	-3	7	15
CCOc1ccc(N(CC(=O)Nc2cccc(Br)c2)S(C)(=O)=O)cc1	8	1	-1	6	0.9	0.8	2	-10	1
O=C(Nc1nnc(-c2ccc(F)cc2)s1)Nc1ccccc1F	3	1	-2	0	0.9	0.5	-3	-5	2
CCn1cc(C(=O)N(CCCN2CCOCC2)Cc2ccco2)c(=O)c2ccc(C)nc21	4	-2	3	-1	0.1	-0.1	-3	6	-1
Cc1ccc(S(=O)(=O)n2c([N+](=O)[O-])cnc2C)c(C)c1C	0	0	10	-9	0.4	0.8	-8	-13	17

New compounds follow.
SMILES	D1 agonist	D1 potentiator	D2 potentiator	RXFP1 antagonist	D2 ag	TRHR ag	D1 antagonist	D2 antag	TRHR PAM
CCn1c(=O)c(=O)n(CC)c2cc(N3CCCCC3)c(NC(=O)c3ccccc3OC)cc21	-1	-1	6	-20	-1.2	-1.0	12	·	3
N#C/C(=C\c1ccc(Cl)cc1)C(=O)Nc1cccnc1	3	-13	4	2	0.7	0.7	-17	-3	3
COc1ccc(CCNC(=O)c2cc(-c3ccccc3)nc3ccccc23)cc1OC	5	-2	-2	·	-1.6	-0.8	-6	·	-20
COc1ccccc1Oc1ccccc1[N+](=O)[O-]	1	3	8	-16	-0.8	1.2	11	6	7
CCc1nnc(NC(=O)C2CCCCN2S(=O)(=O)c2ccccc2)s1 (stereo not drawn)	5	0	-4	-13	-0.8	-0.7	-4	-10	0
O=C1CSC(c2cccnc2)N1Cc1ccc(Cl)cc1Cl (stereo not drawn)	3	0	13	-5	0.2	-0.3	-2	-11	5
CN(C)S(=O)(=O)c1cccc(COC(=O)C2=COCCO2)c1	5	0	-8	4	0.1	1.1	-3	11	0
CCOC(=O)c1cccnc1NC(=O)c1ccccc1	0	-9	-7	1	-0.6	-0.3	-6	-1	1
COc1ccc(C(C#N)CCC2OCCO2)cc1OC (stereo not drawn)	0	-4	8	·	-0.7	0.2	·	12	-1
ON1C2CCCCC2N(O)C1c1c(F)c(F)c(F)c(F)c1F (stereo not drawn)	3	-7	-1	-5	7.2	-0.1	-14	-10	5
Cc1cccc(NC(=O)c2ccco2)c1C	3	-3	5	-4	1.0	0.3	16	-16	0
COc1ccc(S(N)(=O)=O)cc1C(=O)OCCCOc1ccc(F)cc1	11	3	3	-10	-1.4	-0.4	-34*	-4	1
CC(C1CC1)N(C(=O)c1ccccc1O)c1ccccc1 (stereo not drawn)	1	-2	8	-9	-0.5	0.1	4	12	2
Cc1cc(C)c(NC(=O)Cn2ncc3ccccc32)c(C)c1	3	-3	11	-4	0.4	-2.3	9	-3	-3
O=C(CCN1C(=O)/C(=C/c2ccc(F)cc2)SC1=S)NC1C=CS(=O)(=O)C1 (stereo not drawn)	3	-1	56*	-7	0.4	-0.2	-9	-9	1

Next entries follow:
SMILES	D1 agonist	D1 potentiator	D2 potentiator	RXFP1 antagonist	D2 ag	TRHR ag	D1 antagonist	D2 antag	TRHR PAM
CCCCC(CC)C(=O)Nc1cc([N+](=O)[O-])ccc1F (stereo not drawn)	4	1	1	-6	-1.4	-0.4	-3	-1	2
Cc1c(CNCCCc2ccccc2)c(C(=O)O)c(C)n1Cc1cccc(Cl)c1	0	-1	1	-33	-0.4	0.0	10	·	-3
O=C(CCC(=O)OCCCC(F)(F)C(F)(F)F)NC1CCCCC1	1	0	18	20	-2.2	0.0	13	-19	6
CC1CCN(S(=O)(=O)c2cn(CC(=O)Nc3ccc(C#N)cc3)cn2)CC1	5	4	4	7	0.2	-0.6	7	-4	-3
CCc1ccc2[nH]c(=O)c(C(c3nnnn3Cc3ccccc3)N3CCOCC3)cc2c1 (stereo not drawn)	0	-4	-6	-7	-0.3	-0.2	1	36*	3
CC(=O)Nc1cccc(NC(=S)Nc2cccc(Cl)c2C)c1	2	2	13	11	-1.5	-1.1	3	-21	2
CN(C(=O)OCc1ccccc1)C(CC(N)=O)C(=O)O (stereo not drawn)	2	1	0	-11	-0.5	0.4	9	-3	-9
O=c1oc2cc(O)ccc2cc1S(=O)(=O)c1ccccc1	0	7	-2	18	0.3	-0.5	20	8	5
CN(C)c1ccc(NC(=O)CSc2nc3c(c(=O)[nH]2)CCCC3)cc1	-3	-1	-6	1	-0.3	-0.7	24	2	-4
COCC(CN1CCN(C2=NS(=O)(=O)c3ccccc32)CC1)OC(=O)c1ccc(OC)cc1 (stereo not drawn)	0	0	20	-1	0.1	0.1	-5	23	17
CC(C)(CC(=O)N1CCN(c2ccc(Cl)cc2)CC1)CC1=NS(=O)(=O)c2ccccc2N1	1	-5	6	-15	0.3	-0.1	9	4	-1
O=C(NCc1ccc2c(c1)OCO2)C1CCCN1C(=O)Nc1ccc(Cl)cc1 (stereo not drawn)	0	-3	-15	4	0.2	0.2	11	-6	-7
CCOc1ccc(Sc2cc(C(=O)NCCc3ccc(OC)c(OC)c3)c3ccccc3n2)cc1	5	-2	3	-1	0.9	0.1	3	·	1
O=C(O)Cc1ccc(NC(=O)COc2ccc3ccccc3c2)cc1	1	-12	2	4	0.3	0.0	-6	7	0
CC(=O)NC1(C(=O)O)CCCC1	2	2	-4	-8	-1.6	-0.2	-10	9	-3

Remaining list, next part.
SMILES	D1 agonist	D1 potentiator	D2 potentiator	RXFP1 antagonist	D2 ag	TRHR ag	D1 antagonist	D2 antag	TRHR PAM
COc1ccccc1C(CC(N)=O)c1ccco1 (stereo not drawn)	0	2	2	-16	·	0.3	-5	·	-2
O=C(Nc1cc(C(F)(F)F)ccc1-n1cnc2ccccc21)c1ccccc1	-1	-3	6	8	0.4	0.1	-10	-4	-10
CCOC(=O)/C(C#N)=N/Nc1ccccc1C(=O)O	2	-3	-2	-1	-1.7	-0.1	6	4	4
CCCCC(NC(=O)CCc1c(C)c2cc3c4c(oc3c(C)c2oc1=O)CCCC4)C(=O)O (stereo not drawn)	3	5	-8	7	1.1	-0.1	-1	-17	2
CCOc1ccccc1/C=C(\C#N)C1=CCCC1	-1	-1	-3	-4	0.6	-0.2	-8	-10	-4
COc1cc(OC)cc(-n2nnnc2SCC(=O)N2CCCC2)c1	-4	2	-2	0	0.6	-0.4	-7	9	4

Shown as a hit in D2 potentiator, of those listed so far:
SMILES | D1 agonist | D1 potentiator | D2 potentiator | RXFP1 antagonist | TRHR ag | D1 antagonist | D2 antag | TRHR PAM
O=C(CCN1C(=O)/C(=C/c2ccc(F)cc2)SC1=S)NC1C=CS(=O)(=O)C1 (stereo not drawn) | 3 | -1 | 56* | -7 | -0.2 | -9 | -9 | 1

Two successive records out of the list so far, for reference:
SMILES	D1 agonist	D1 potentiator	D2 potentiator	RXFP1 antagonist	D2 ag	TRHR ag	D1 antagonist	D2 antag	TRHR PAM
CCOc1ccccc1/C=C(\C#N)C1=CCCC1	-1	-1	-3	-4	0.6	-0.2	-8	-10	-4
COc1cc(OC)cc(-n2nnnc2SCC(=O)N2CCCC2)c1	-4	2	-2	0	0.6	-0.4	-7	9	4

Assay outcomes as filed in PubChem.
